SRC3 inh = inhibits human SRC3 coactivator; HEK293 GAL4-SRC3 luciferase reporter, luminescence; inhibition, % at 3.6 µM; 0.17% of 360,000 active;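 active means inhibition above a per-campaign cutoff, the mean of all compounds plus 3 SD, cut at about 60% in these data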;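 further: 0% = DMSO-treated cells and 100% = gossypol-treated cells at 36 µM; higher means less SRC3-driven luciferase light from the GAL4 reporter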
MC4R barr agon = activates human MC4R beta-arrestin recruitment | AID 540308 | U2OS MC4R beta-arrestin complementation, luminescence; percent of melanotan II response, DMSO zero | P32245 | 0.98% of 360,000 active | activation, % at 8.9 µM;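 active means activation above a per-plate cutoff, the mean activation of sample wells on that plate plus 3 SD, cut at about 8% in these data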
NOD2-RIPK2 inh = blocks binding of human NOD2 to RIPK2. O43353. 0.38% of 360,000 active. CHO BLA complementation NOD2-RIPK2, CCF4 ratio. inhibition, % at 4.98 µM. AID 624267; in the data active means inhibition above about 21%;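 further: 0% = vehicle only and 100% = reference blocker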
ABHD5 PLIN5 PPI = inhibitors of human ABHD5-perilipin-5 interaction. inhibition, % at 4 µM. Split G. princeps luciferase complementation, luminescence, 4 h. AID 602281. 0.78% of 360,000 active. Q00G26+Q8WTS1;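 active means inhibition above the mean inhibition across every tested compound plus 3 SD, cut at about 22% in these data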;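 further: 0% = DMSO only wells and the 100% control is not disclosed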
TLR9-MyD88 block = blocks human TLR9 binding to MyD88; AID 504734; inhibition, % at 4.98 µM; 0.21% of 340,000 active; CHO BLA complementation TLR9-MyD88, CCF4 FRET ratio; Q9NR96+Q99836;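 active means inhibition above the mean over all tested compounds plus 3 SD, cut at about 21% in these data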;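 further: 0% = DMSO only wells and 100% = clavulanate BLA inhibitor control wells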
NCOA2 inhibitor = inhibits human steroid receptor coactivator 2; Q15596; HEK293 GAL4-SRC2 luciferase reporter, luminescence; inhibition, % at 9 µM; 0.17% of 370,000 active; AID 651957;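 active means inhibition above the mean inhibition of all tested compounds plus 3 SD, set per campaign, cut at about 52% in these data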;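 further: 0% = DMSO treated cells and 100% = cells given Gossypol at 36 µM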
MC4R antag cAMP = blocks human MC4R cAMP signaling. MC4R-expressing cells, MTII-stimulated cAMP, LANCE TR-FRET. 0.48% of 360,000 active. P32245. inhibition, % at 6.5 µM;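 active means inhibition above its plate's cutoff, the mean of tested wells on that plate plus 3 SD, cut at about 29% in these data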;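 further: 0% = Melanotan II alone and 100% = Melanotan II plus saturating MCL0020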
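Test system: U2OS cells stably expressing human melanocortin 4 receptor (MC4R); also added: Melanotan II challenge; compound: 6.5 µM single dose; timing: 30-min compound preincubation, 1-h Melanotan II challenge, 1-h detection, room temperature; signal: Eu-cAMP/anti-cAMP TR-FRET, emission 671 nm; repeats: one well per compound, no replicates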
NCOA1 inh = inhibitors of human steroid receptor coactivator 1 (SRC1) | Q15788 | HEK293 GAL4-SRC1 luciferase reporter, luminescence | inhibition, % at 3.6 µM | 0.12% of 360,000 active | AID 588354;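 active means inhibition above the campaign mean plus 3 SD, with each screening campaign given its own cutoff, cut at about 60% in these data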;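 further: 0% = DMSO treated cells and 100% = gossypol at 36 µM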
NR5A2 inv ag = NR5A2 inverse agonism in reporter assay; O00482; HEK293T StAR-luciferase reporter, LRH-1 transfected, 24 h; inhibition, % at 3.6 µM; 0.13% of 360,000 active; AID 602396;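 active means inhibition above the mean inhibition of all tested compounds plus 3 SD, cut at about 73% in these data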;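 further: 0% = DMSO wells and 100% = reporter-only cells lacking LRH-1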
Target sequence (O00482 whole entry, looked up): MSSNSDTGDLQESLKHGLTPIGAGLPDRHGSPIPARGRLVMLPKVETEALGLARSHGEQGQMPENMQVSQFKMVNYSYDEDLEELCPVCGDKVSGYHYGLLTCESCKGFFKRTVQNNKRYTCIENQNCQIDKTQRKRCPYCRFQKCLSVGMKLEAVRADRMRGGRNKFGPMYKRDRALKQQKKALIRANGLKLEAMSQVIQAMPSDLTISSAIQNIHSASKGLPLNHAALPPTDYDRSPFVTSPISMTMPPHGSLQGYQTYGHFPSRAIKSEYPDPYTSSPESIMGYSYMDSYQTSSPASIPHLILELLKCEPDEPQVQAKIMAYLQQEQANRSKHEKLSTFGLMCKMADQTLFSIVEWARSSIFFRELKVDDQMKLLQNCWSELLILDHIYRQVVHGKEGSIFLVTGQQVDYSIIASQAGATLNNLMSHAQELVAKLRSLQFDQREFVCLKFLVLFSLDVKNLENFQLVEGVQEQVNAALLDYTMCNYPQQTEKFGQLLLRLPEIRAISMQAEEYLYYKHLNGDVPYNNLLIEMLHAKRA
NR2F2 inh = NR2F2 (human) inhibition, primary screen | HEK293T NGFI-A luciferase reporter, luminescence | inhibition, % at 8.6 µM | 0.7% of 370,000 active | AID 686940;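 active means inhibition above a per-plate cutoff, mean inhibition of test wells between control levels plus 3 SD, cut at about 38% in these data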;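 further: cells cotransfected with COUP-TFII expression vector driving the NGFI-A reporter; 0% = median of COUP-TF2 test wells and 100% = reporter-only cells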
Target sequence (P24468 whole entry, looked up): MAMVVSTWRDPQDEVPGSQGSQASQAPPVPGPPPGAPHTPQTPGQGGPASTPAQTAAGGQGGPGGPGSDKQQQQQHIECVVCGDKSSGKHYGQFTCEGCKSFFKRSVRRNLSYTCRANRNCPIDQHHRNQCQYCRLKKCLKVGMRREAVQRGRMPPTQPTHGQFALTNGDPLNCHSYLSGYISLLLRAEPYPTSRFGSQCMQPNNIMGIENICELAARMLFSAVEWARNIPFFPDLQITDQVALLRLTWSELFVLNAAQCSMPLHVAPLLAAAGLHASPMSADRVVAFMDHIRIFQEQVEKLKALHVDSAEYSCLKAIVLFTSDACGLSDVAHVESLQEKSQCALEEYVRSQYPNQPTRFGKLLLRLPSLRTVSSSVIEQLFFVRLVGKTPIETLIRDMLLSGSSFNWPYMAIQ
LMP1 NFkB inh = reduces LMP1-driven NF-kappaB luciferase signal | LMP1-induced NF-kappaB luciferase reporter cells, luminescence | 0.69% of 350,000 active | inhibition, % at 12.5 µM; in the data active means inhibition above about 41%;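 further: 0% = neutral control wells and 100% = reference inhibitor control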
* hit, by the source's call; x = not tested or not shown. The list is partial; the hit share may differ from the screen's.

SMILES	SRC3 inh	MC4R barr agon	NOD2-RIPK2 inh	ABHD5 PLIN5 PPI	TLR9-MyD88 block	NCOA2 inhibitor	MC4R antag cAMP	NCOA1 inh	NR5A2 inv ag	NR2F2 inh	LMP1 NFkB inh
Cc1ccc(-c2nnc(SCC(=O)Nc3nc4c(s3)CCCC4)n2C)cc1	-4.1	-0.9	9.7	-1.3	0.4	-12.9	6.0	-25.8	5.9	8.3	-16.2
Cc1cc(CN(C)C(=O)c2cc(COc3ccc(C)c(C)c3)on2)on1	-98.1	-4.2	-7.8	1.8	13.3	-57.1	0.3	-118.6	-48.8	-11.0	-20.9
COc1cc(OC)cc(C(=O)NC(=S)Nc2ccc3[nH]c(=O)[nH]c3c2)c1	14.8	-1.7	3.0	-1.7	5.6	3.4	-1.7	-1.7	2.6	2.0	-1.6
CN(CC(=O)NCc1ccco1)CC(=O)Nc1cc(S(C)(=O)=O)ccc1Cl	3.0	-0.1	-3.8	-2.9	2.0	-32.9	16.3	-11.1	-17.9	-12.9	-0.4
Cc1cccc(OCC(=O)NNC(=O)c2ccccc2OCc2c(C)noc2C)c1	25.0	-0.7	6.7	-1.0	-4.2	-16.5	-3.3	-10.2	0.4	11.2	-3.0
COC(=O)/C=c1/s/c(=C(/C#N)C(=O)NCc2ccccc2)n(-c2ccccc2)c1=O	2.2	0.2	-10.6	-3.8	-7.9	-3.5	2.8	-13.8	14.2	7.7	-11.7
c1ccc(-c2nnc(CN3CCN(C(c4ccccc4)c4ccccc4)CC3)o2)cc1	-29.4	1.7	2.0	2.2	-5.1	-3.2	4.7	10.0	8.2	-1.3	6.3
CCCCOC(=O)c1ccc(OC(=O)N2CCOCC2)cc1	7.6	-1.7	-5.7	5.2	7.9	3.0	2.5	-37.9	-41.4	-11.8	-0.3
CCc1cc(=O)oc2cc(C)cc(OC(C)C(=O)NCCCn3ccnc3)c12 (stereo not given)	20.4	-2.6	1.8	0.0	0.8	-3.0	1.0	-51.0	-3.3	-11.1	3.5
COCCn1c(N)c(C#N)c2nc3ccccc3nc21	3.0	-0.7	-3.8	-0.5	3.1	-5.9	6.6	-19.9	8.4	5.4	9.5
CCNC(=S)Nc1ccc2c(c1)c(=O)n(C)n2Cc1cccc(C(F)(F)F)c1	-19.5	-1.3	-8.8	-6.6	x	5.3	-5.8	-21.9	8.1	-1.6	x
CCCCCCCN=C(C)c1ccccc1O	4.3	-0.5	-10.1	-1.1	-2.1	4.2	5.6	-14.7	6.4	-13.5	-4.7
COc1cc(-c2nc(-c3ccc4c(c3)-c3ccccc3S4(=O)=O)c(-c3ccccc3)[nH]2)cc(OC)c1OC	25.5	-1.4	13.6	7.3	17.9	13.3	15.6	-9.2	-10.1	-15.4	-3.7
CCN1/C(=C/c2ccc3ccccc3[n+]2CC)C=Cc2ccccc21	87.1*	-6.0	6.7	40.8*	-0.3	11.8	-51.2	67.6*	98.1*	74.8*	52.6*
Nc1cc(Cl)ccc1Oc1ccc(Cl)cc1	-17.6	-0.3	0.4	-4.2	-2.4	3.3	8.2	-36.3	23.0	-6.7	-5.9
CN1CCN(c2ccc3sc(-n4ccc5ccccc54)nc3c2)CC1	-3.1	1.3	8.5	20.7	1.9	-5.8	0.3	-1.6	-24.6	21.1	8.7
CCC(=O)NCCCCCCNC(=O)CC	16.5	1.4	-1.1	2.0	-5.3	10.4	17.5	-2.0	-3.5	15.3	-4.5
COc1ccc2nc(NNC(=O)COc3ccccc3)sc2c1	-10.1	-2.0	-9.4	-8.2	0.6	0.7	-5.1	-0.2	-2.2	-9.7	2.4
O=C(C[N+]1(CC#Cc2ccccc2)CCCCC1)c1ccccc1	-19.4	-0.5	-5.2	7.9	-3.0	13.8	-4.1	4.6	3.5	-0.9	0.0
C=CCN(c1ccccc1)S(=O)(=O)c1cccc(C(=O)Nc2cccc(C)n2)c1	10.0	-3.0	-2.9	-6.1	7.2	20.3	-2.4	23.0	-2.4	13.8	0.4
COc1ccccc1C(=O)Nc1ccc(C(=O)/C=C/c2cccs2)cc1	-12.0	-1.8	-4.0	17.1	-6.3	5.8	12.0	-20.8	-24.1	-14.4	-11.0
CC1CN(C(=O)COc2coc(CN3CCc4ccccc4C3)cc2=O)CC(C)O1 (stereo not given)	7.3	0.0	-7.4	8.3	2.4	20.2	11.1	-7.7	-10.5	-7.7	-1.7
CC1Sc2ccc(S(=O)(=O)N3CCC(C(=O)NCc4ccco4)CC3)cc2NC1=O (stereo not given)	20.9	-0.6	-5.7	3.9	2.3	-9.4	-0.1	3.2	15.4	12.8	8.4
O=C(CS(=O)(=O)c1ccccc1)c1cc2ccccc2oc1=O	-31.3	-1.0	-0.8	2.6	-17.9	x	1.8	0.7	7.4	x	0.2
Cc1ccc(NC(=O)Cn2cc(S(=O)(=O)c3ccccc3)c(=O)c3cc(F)ccc32)cc1	14.8	3.3	-7.6	1.1	-10.1	5.7	2.0	-8.6	0.4	0.8	-3.0
COC(=O)c1cc2ccsc2n1Cc1cc(=O)n2ccccc2n1	-7.0	-0.1	4.2	-0.1	8.7	-11.6	-4.4	-32.5	-1.3	-9.9	-32.8
CCOc1ccccc1NC(=O)C1CCN(c2ccc(S(=O)(=O)N3CCCC3)cc2)CC1	6.2	1.2	-5.3	8.7	-13.3	1.0	1.3	17.3	5.7	13.1	-0.1
CCN(CC(=O)Nc1ccccc1OC)CC(=O)Nc1ccccc1-c1ccccc1	9.9	-0.6	1.9	3.2	6.9	3.7	0.9	-68.1	20.0	12.2	4.8
c1ccc(Cn2nnnc2C(c2ccccn2)N2CCOCC2)cc1 (stereo not given)	16.9	0.1	-7.1	13.7	5.3	-3.4	-6.5	9.7	-2.0	11.3	2.3
CN(C(=O)CSc1nc(-c2ccccc2)cn1N)C(c1ccccc1)c1ccccc1	-14.2	3.8	-4.0	-8.3	2.0	4.8	16.7	5.1	12.4	7.3	-2.4
O=S(=O)(c1ccc(F)cc1)c1nc(-c2ccco2)oc1NCCCn1ccnc1	15.3	-1.7	-8.1	8.7	-0.8	0.0	9.4	-3.1	-7.8	-11.9	-8.2
COc1cccc(CN2C(=O)Nc3ccccc3C(=O)N2C(C)(C)C)c1	22.9	0.5	4.0	7.0	-2.8	-13.9	4.5	7.1	16.5	-6.3	-9.7
O=C(NCCn1cc(SCc2ccccc2)c2ccccc21)c1c(F)cccc1F	-8.4	-1.4	12.9	-23.4	8.1	10.2	3.1	1.7	1.0	1.5	3.5
O=C(CNS(=O)(=O)c1c(Cl)cccc1Cl)OCC(=O)N1CCN(c2ccccc2)CC1	14.8	-3.7	4.6	-2.2	-10.2	7.7	6.9	-9.6	23.2	0.1	-2.5
Cc1ccn2c(=O)nc(SCC(=O)c3ccc(Cl)cc3)nc2c1	-10.4	-3.5	-3.3	1.2	5.2	-11.7	1.1	-29.4	-15.4	-9.6	-14.7
CC(=O)Nc1ccc(S(=O)(=O)NCCOc2ccc(Cl)cc2C)cc1	-4.5	-0.6	-0.9	-1.8	x	-13.9	4.7	-15.9	-6.0	7.7	-0.4
O=C(NCc1ccco1)c1nn2c(C(F)(F)F)cc(-c3cccs3)nc2c1Br	-11.4	-3.1	7.7	25.8*	11.1	14.1	10.6	-17.9	-12.8	-6.3	0.6
CC(C)N(C)Cc1nnnn1CC(=O)NCCc1cccc(C(F)(F)F)c1	14.0	-1.4	-12.7	6.4	-3.2	-32.2	-5.6	-39.5	4.1	3.5	1.7
COc1ccc(CNC(=O)CSc2n[nH]c(C)c2[N+](=O)[O-])cc1	-6.0	2.7	2.6	1.5	-7.0	7.7	14.3	-4.2	2.8	-16.1	-11.4
Cc1ccccc1C(=O)N1CC(=O)Nc2ccc(F)cc2C1c1ccccc1 (stereo not given)	-3.8	-2.3	-12.3	2.0	3.9	2.3	2.6	16.4	14.8	10.4	-5.2
Cc1ccc(C(=O)Nc2ncccc2C)cc1S(=O)(=O)N1CCCCC1	10.1	-3.6	-9.2	0.1	-13.9	0.3	9.6	-8.2	-11.6	-6.5	-2.6
CCn1cc(C(=O)NCc2cccnc2)c(=O)c2cc(F)c(N3CCN(C(=O)c4ccco4)CC3)cc21	1.1	-1.0	-0.4	18.8	-2.8	13.5	8.6	3.9	28.3	18.2	-2.7
COc1cccc(CC(NC(C)=O)C(=O)NC2CCN(C(=O)C3CC3)CC2)c1OC (stereo not given)	1.4	1.5	-1.7	3.9	-15.8	-5.0	26.9	-12.2	6.3	-1.0	0.5
CCOC(=O)CSc1nc2c(c(=O)n(C)c(=O)n2C)n1Cc1ccccc1F	10.2	3.7	-12.2	-9.1	3.8	-11.3	13.5	-10.3	-22.6	8.0	-4.6
CCc1cn([C@H]2C[C@H](O)[C@@H](CO)O2)c(=O)[nH]c1=O	2.6	0.7	-4.7	-3.3	-11.8	-12.9	-0.3	7.4	-9.3	1.5	6.9
CCCOc1cccc(C(=O)O)c1	0.3	-0.8	-9.2	1.9	-2.8	-26.0	2.0	-15.5	-0.3	7.0	-5.7
CC1=C(Sc2ccccn2)C(=O)NC(C)(C)C1	8.0	-0.3	-5.6	-3.1	-3.3	-12.5	2.3	10.2	-2.9	7.4	18.8
C/C(=N\NC(=S)NC1CCCCC1)c1ccc(C#N)cc1	14.0	1.5	-0.8	-2.7	1.9	14.6	8.6	7.5	10.5	-2.4	9.3

Screens from PubChem.
